Screens: PubChem BioAssay, National Center for Advancing Translational Sciences (NCATS)
FH mod = Identification of activators of human fumarate hydratase by quantitative high-throughput screening. Fumarate hydratase, mitochondrial (Homo sapiens), P07954. FH coupled MDH/diaphorase resazurin fluorescence, 15 min. Potency, µM (titrated, usually from 79.9 µM), without a hit: top-dose activity change, negative = inhibition, usual class: inhibitors. 0.22% of 54,000 active. AID 1347055, 2019; also: potency is read from the fitted curve at half-maximal effect; % is scaled to controls: 0 for no effect and ±100 for the full control effect; the screen sought activators but most active calls are inhibition curves; nearly all actives have a fitted effect of over 45% in size
Target sequence (P07954 whole entry, looked up): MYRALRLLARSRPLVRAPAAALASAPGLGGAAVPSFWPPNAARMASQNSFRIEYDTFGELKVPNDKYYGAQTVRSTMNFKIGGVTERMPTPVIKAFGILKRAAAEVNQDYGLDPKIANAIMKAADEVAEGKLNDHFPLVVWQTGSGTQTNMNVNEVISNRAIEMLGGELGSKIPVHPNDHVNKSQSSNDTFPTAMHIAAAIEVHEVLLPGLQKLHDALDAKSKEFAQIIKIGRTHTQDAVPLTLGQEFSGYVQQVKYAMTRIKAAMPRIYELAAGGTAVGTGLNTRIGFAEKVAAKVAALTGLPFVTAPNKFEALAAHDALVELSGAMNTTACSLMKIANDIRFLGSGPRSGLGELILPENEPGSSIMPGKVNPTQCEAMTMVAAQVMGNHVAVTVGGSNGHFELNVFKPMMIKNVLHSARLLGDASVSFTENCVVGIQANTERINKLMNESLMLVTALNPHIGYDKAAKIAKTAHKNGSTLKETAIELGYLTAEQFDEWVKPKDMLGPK
B2AR arrestin ag = agonists recruiting beta-arrestin to human beta2-adrenergic receptor. P07550. HTLA Tango cells, beta-arrestin recruitment, luciferase luminescence, 18 h. Potency, µM (series often up to 46.1 µM), for the others: at the top dose activation, hits mostly activators. 44,000 tested, under 10 active. AID 1347077;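 also: potency is read from the fitted curve at half-maximal effect; 0% = DMSO and full agonism = EC100 isoproterenol or metaproterenol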
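Tango cell line, 1% FBS DMEM; cpd titration up to 46 microM; 18 hr, 37 degrees C, 5% CO2. Luciferin/ATP substrate mix added, 15 min RT, luminescence. %Activity, CRC fitting, curve-class categorization.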
NTMT1 inh = inhibitors of human N-terminal methyltransferase NTMT1 | Potency, µM (titrated, usually from 114 µM), without a hit: top-dose activity change, negative = inhibition, usual class: inhibitors | NTMT1 MTase-Glo SAH luminescence, purified enzyme | 2.5% of 59,000 active | Q9BV86;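 also: potency is read from the fitted curve at half-maximal effect; plate controls were DMSO vehicle for no effect and no enzyme for full effect; nearly all actives have a fitted effect of over 65% in size; many of its hits are not listed in these tables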
Target sequence (Q9BV86 whole entry, looked up): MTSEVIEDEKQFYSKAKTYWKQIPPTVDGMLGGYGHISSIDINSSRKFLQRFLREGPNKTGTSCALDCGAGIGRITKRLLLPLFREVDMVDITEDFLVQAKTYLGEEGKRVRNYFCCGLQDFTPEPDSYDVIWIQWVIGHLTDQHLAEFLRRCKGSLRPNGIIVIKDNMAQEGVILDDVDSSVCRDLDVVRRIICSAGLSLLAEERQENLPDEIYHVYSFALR
TSG101-PTAP inh = inhibitors of HIV-1 PTAP binding to human TSG101, validation. Q99816. Potency, µM (top dose mostly 115 µM), without a hit: top-dose activity change, negative = inhibition, usual class: inhibitors. Fluorescence polarization, FITC-PTAP peptide/Tsg101, 20 min. 44,000 tested, under 10 active; also: potency is read from the fitted curve at half-maximal effect; 0% is about no effect
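Compounds pinned into 10 uM Tsg101 binding domain, then 50 nM FITC-PTAP peptide added in pH 7.5 HEPES buffer; FP read after 20 min, room temperature. Total S+P intensity flags fluorescent compounds; active cut-off <25 µM, efficacy <60%.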
p53null 32C tox = selectivity test: cytotoxicity in p53 null cells, permissive temperature. H1299-neo p53 null cells, ATP luminescence, 24 h, 32C. 0.62% of 55,000 active. Potency, µM (highest dose often 46.1 µM), for inactives: top-dose activity change, negative = cytotoxicity, hits mostly cytotoxic;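 also: potency is read from the fitted curve at half-maximal effect; 0% = DMSO only and -100% = full killing by 100 µM tamoxifen; nearly all actives have a fitted effect of over 55% in size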
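Cells lacking p53 (H1299-neo) are plated at 600 per well and allowed to settle overnight at 37C. Test compounds (up to 46 uM) are added and held 24 hours at 32C, then ATP is quantified by luminescence.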
GALK inh = inhibits human galactokinase; P51570; recombinant GALK, Kinase-Glo ATP luminescence, 1 h; Potency, µM (doses to about 57.5 µM), inactives show at the highest dose activity, negative = inhibition, hits mostly inhibitors; 44,000 tested, under 10 active; AID 1347072;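 also: plate controls were full GALK reaction for no effect and reaction lacking GALK for full effect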
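Reactions with and without enzyme served as controls. GALK at 5 nM phosphorylates 100 uM galactose using 35 uM ATP (HEPES pH 8.0, Mg2+) for 1 h at RT, with luminescence read 10 min after adding Kinase-Glo Plus.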
p53null 39C kill = p53 null cell cytotoxicity, nonpermissive temperature; H1299 p53-null (neo) cells, 39C, ATPlite viability, 24 h; Potency, µM (series often up to 46.1 µM), without a hit: top-dose activity, negative = cell killing, most hits filed as cytotoxic; 0.97% of 55,000 active; AID 904;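 also: potency is read from the fitted curve at half-maximal effect; 0% = DMSO only and -100% = full killing by 100 µM tamoxifen; nearly all actives have a fitted effect of over 50% in size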
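Concentration-response (up to 46 uM) was run for 24 h at the nonpermissive 39C on H1299-p53A138V or H1299-neo cells. ATP content was measured with ATPlite luminescence. AC50 values were Hill-modeled after normalizing between DMSO and 100 uM tamoxifen killing.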
* marks the source's active call; other numbers are inactive results; u = inconclusive; x = not tested or not shown; [ ] = remark or other dose. Calls follow the shape of the dose curve; as a rule, active = well fitted curve in the direction sought with a large enough effect; inconclusive = small, poorly fitted or top-dose-only effect, or another doubt; inactive = no such curve, though single readings can be large; an effect the other way counts as inactive or inconclusive. An excerpt (hit frequency here may not be typical).

[1] CCOc1ccc(CCNC(=O)c2cn(C)c3ccc(S(=O)(=O)N4CCOCC4)cc3c2=O)cc1OCC
[2] COc1ccc(NC(=O)c2cc(S(=O)(=O)NCCC3=CCCCC3)ccc2F)cc1
[3] Cc1ccc(CNCc2c(C(=O)O)c(C)n(Cc3ccc(C)cc3)c2C)cc1
[4] C#CCOc1ccc(C2CC(=O)Nc3c2c(C)nn3-c2nc(C)cc(C)n2)cc1 (configuration not stated)
[5] Cc1cc(C(=O)N2CCN(c3ccc(F)cc3)CC2)c2c(C)nn(-c3cccc(Cl)c3C)c2n1
[6] CCOc1ccc(C(=O)NCCc2csc(-c3cccc(C)c3)n2)cc1
[7] O=C(CSc1nnc(-c2cccs2)o1)Nc1cccc(C(F)(F)F)c1
[8] COc1ccc(Cn2c(CNS(=O)(=O)c3ccc(Cl)s3)nc3cccnc32)cc1
[9] Cc1ccc(-n2ncc(C(=O)NC3CCCCC3)c2C2CCN(C(=O)OC(C)(C)C)CC2)cc1
[10] Cc1ccc(CNC(=O)C2CCN(C(=O)c3cnn(-c4ccccc4)c3-n3cccc3)CC2)cc1
Compound	1	2	3	4	5	6	7	8	9	10
TSG101-PTAP inh	-1%	5%	2%	-8%	-1%	3%	-5%	-6%	0%	-7%
FH mod	u	u	-13%	-2%	-38%	u	0%	-4%	-21%	-2%
NTMT1 inh	-2%	-1%	-22%	-15%	-2%	-12%	10%	5%	-1%	u
B2AR arrestin ag	-2%	1%	-3%	-1%	1%	-1%	-1%	-1%	8%	0%
GALK inh	-2%	-4%	0%	0%	3%	-6%	0%	-7%	3%	-2%
p53null 39C kill	-9%	-4%	u	-6%	18%	10%	-21%	7%	-8%	3%
p53null 32C tox	-2%	67%[activator]	15%	1%	18%	4%	-6%	-2%	7%	7%

[11] COc1ccc(C(=O)c2cn(Cc3ccccc3F)c3ccc(F)cc3c2=O)cc1
[12] O=C(CSc1cn(CCNC(=O)c2ccccc2F)c2ccccc12)Nc1ccc2c(c1)OCCO2
[13] O=C(NC1CCCCC1)c1ccc2c(c1)N(Cc1ccccc1Cl)C(=O)c1ccccc1S2
[14] COc1cccc(CNC(=O)Cn2ccc3cc(S(=O)(=O)N4CCCC4)ccc32)c1OC
[15] COc1ccc(CCN2C(=O)NC(NC(=O)c3ccccc3OC)(C(F)(F)F)C2=O)cc1OC (configuration not stated)
[16] Cc1ccc(C(CC(=O)Nc2ccc(C)cc2C)N2Cc3ccccc3C2=O)cc1 (configuration not stated)
[17] COc1ccc(-c2cn3nc(N4CCCC(C(=O)Nc5cccc(Cl)c5C)C4)sc3n2)cc1 (configuration not stated)
[18] COc1ccc(OC(=O)c2nc(SCc3ccc(F)cc3)ncc2Cl)cc1
[19] CCc1nn(CCCC(=O)NC(C)c2ccccc2)c(=O)c2cc3occc3n12 (configuration not stated)
[20] CCCn1c(CCC(=O)Nc2ccc(C)c(Cl)c2)nc2cccnc21
Compound	11	12	13	14	15	16	17	18	19	20
TSG101-PTAP inh	-2%	-2%	-3%	-1%	-1%	-2%	4%	-2%	-1%	-12%
FH mod	-3%	-5%	-8%	-9%	4%	-5%	-7%	-14%	-2%	-7%
NTMT1 inh	-8%	13%	6%	5%	42%[activator]	-2%	-15%	0%	11%	11%
B2AR arrestin ag	-1%	0%	1%	1%	0%	u	-1%	-1%	-3%	-1%
GALK inh	-2%	-3%	1%	-1%	4%	1%	2%	1%	9%	-10%
p53null 39C kill	-11%	x	13%	3%	2%	25%	-14%	8%	-19%	-22%
p53null 32C tox	4%	x	12%	-4%	-4%	13%	-1%	8%	4%	-1%

[21] O=C(Cn1c2ncccc2c(=O)n1-c1ccccc1)Nc1cccc(C(F)(F)F)c1
[22] O=c1c(-c2ccc(Cl)cc2)c(C(F)(F)F)oc2c(CN3CCCCC3)c(O)ccc12
[23] O=C(CCNS(=O)(=O)c1ccc2c(c1)CCN2C(=O)C1CC1)Nc1ccc(OC(F)(F)F)cc1
[24] Cc1ccc2c(c1)c(=O)c(C(=O)c1ccncc1)cn2CC(=O)Nc1c(C)cccc1C
[25] COc1ccc2c(Sc3ccc(Cl)cc3)c(C(=O)N3CCCCC3)[nH]c2c1
[26] COc1cccc(CNC(=O)CCNS(=O)(=O)c2ccc3c(c2)oc(=O)n3C)c1
[27] Cc1ccc(CNC(=O)CCCN2C(=O)COc3ccc(C)cc32)cc1
[28] CCCCNc1sc(S(=O)(=O)CCC)nc1S(=O)(=O)c1ccc(C)cc1
[29] COc1ccc(C)cc1NC(=O)CN1c2ccccc2S(=O)(=O)c2ccccc21
[30] COc1cccc(N2CC(NC(=O)/C=C\c3ccc(OC)c(OC)c3)CC2=O)c1 (configuration not stated)
Compound	21	22	23	24	25	26	27	28	29	30
TSG101-PTAP inh	-2%	3%	-4%	0%	-1%	-1%	0%	0%	5%	4%
FH mod	u	x	2%	-5%	u	u	-3%	-15%	-10%	-8%
NTMT1 inh	9%	x	u	-12%	0%	0%	10%	31%[activator]	0%	17%
B2AR arrestin ag	1%	-1%	0%	3%	0%	0%	0%	-4%	2%	-3%
GALK inh	3%	3%	3%	0%	3%	7%	-1%	2%	0%	1%
p53null 39C kill	30%	-4%	-11%	-7%	25%	2%	5%	1%	-3%	6%
p53null 32C tox	21%	9%	0%	5%	-7%	-7%	4%	3%	4%	4%

[31] CCOc1ccc(-c2nnc(SCC(=O)NC3CCCCC3)nc2-c2ccc(OCC)cc2)cc1
[32] Cc1ccc(NC(=O)CN2C(=O)C3(SCC(=O)N3c3ccc(F)c(F)c3)c3ccccc32)c(C)c1 (configuration not stated)
[33] CCSc1nc(-c2ccc(Cl)cc2)nc2c1Cc1c(CO)cnc(C)c1O2
[34] COc1cccc(NC2=CC(c3ccc(C(C)C)cc3)N(c3cccc(OC)c3)C2=O)c1 (configuration not stated)
[35] O=C(COc1ccccc1F)Nc1ccc2nc(SCC(=O)N3CCc4ccccc43)sc2c1
[36] N=c1n(CCN2CCCCC2)c2ccccc2n1CC(O)COc1ccc(Cl)cc1Cl (configuration not stated)
[37] COC(=O)c1ccc(C(=O)OC)c(NC(=O)c2cnn3c(C(F)F)cc(-c4ccccc4)nc23)c1
[38] CCOc1ccc(NC(=O)N2CCN(c3nnc(C)c4c(C)n(-c5ccccc5)nc34)CC2)cc1
[39] CCCCOc1cccc(C(=O)Nc2cc(NC(=O)c3ccco3)ccc2OC)c1
[40] COc1ccc(-c2cc(C(F)(F)F)nc(SCCC(=O)Nc3ccc(NC(C)=O)cc3)n2)cc1
Compound	31	32	33	34	35	36	37	38	39	40
TSG101-PTAP inh	1%	-3%	-4%	5%	0%	-9%	4%	2%	-2%	-2%
FH mod	-8%	-22%	-1%	-25%	5%	-8%	2%	3%	-20%	6%
NTMT1 inh	1%	8%	-12%	-26%	13%	u	-1%	1%	8%	11%
B2AR arrestin ag	4%	3%	0%	-2%	-4%	1%	5%	0%	1%	0%
GALK inh	-2%	-1%	1%	-14%	0%	1%	3%	0%	7%	4%
p53null 39C kill	2%	7%	-10%	-6%	-16%	13µM*	-3%	1%	11%	-21%
p53null 32C tox	4%	1%	-1%	-12%	-10%	18µM*	7%	5%	4%	-10%

[41] Cc1ccc(NC(=O)Cn2c(-c3cncs3)nc3ccccc32)cc1Br
[42] O=S(=O)(Nc1cccc(-c2ccc(N3CCCCC3)nn2)c1)c1ccc(F)cc1F
[43] CCOC(=O)c1nnn(CC(=O)NC(=O)Nc2cccc(CC)c2)c1C(=O)OCC
[44] COc1ccc2c(c1)CCc1c(C(=O)Nc3c(C)nn(Cc4c(Cl)cccc4Cl)c3C)noc1-2
[45] CC(=O)N1CCCc2cc(S(=O)(=O)N(CCN(C)C)Cc3ccccc3)ccc21
[46] CCOc1ccccc1NC(=O)CN1C(=O)C2(SCC(=O)N2c2ccc(C)cc2)c2ccccc21 (configuration not stated)
[47] CCc1nn(CC(=O)N2CCN(c3cccc(C)c3C)CC2)c(=O)c2cc3sccc3n12
[48] CCOc1ccc(-n2c(-c3ccc(OC)cc3)cc3c2CC(C)(C)CC3=O)cc1
[49] CCOc1ccc(-c2cc(-c3nc(-c4cc(OC)c(OC)c(OC)c4)no3)[nH]n2)cc1
[50] Cc1ccc(CSc2ncc(Cl)c(C(=O)Oc3ccccc3F)n2)cc1
Compound	41	42	43	44	45	46	47	48	49	50
TSG101-PTAP inh	2%	-1%	-1%	-1%	0%	-10%	-5%	-3%	2%	-3%
FH mod	15%	-14%	-15%	-13%	1%	-12%	-2%	u	5%	-13%
NTMT1 inh	15%	-19%	-3%	4%	-1%	u	2%	3%	-9%	8%
B2AR arrestin ag	1%	-2%	0%	-1%	0%	1%	0%	0%	1%	-1%
GALK inh	-2%	0%	-2%	0%	-5%	-2%	1%	10%	-1%	1%
p53null 39C kill	-4%	u	-1%	-17%	10µM*	7%	15%	60%[activator]	-13%	-18%
p53null 32C tox	-4%	u	5%	1%	-10%	32%[activator]	-1%	4%	-4%	-9%

[51] Cc1cccc(Cn2c(Cc3ccccc3)nc3ccccc32)c1
[52] COc1ccc(CC(C)NS(=O)(=O)c2ccc3c(c2)CCN3S(C)(=O)=O)cc1OC (configuration not stated)
[53] COc1ccc(-c2nnc(SCC(=O)NCCc3ccc(OC)c(OC)c3)nc2-c2ccc(OC)cc2)cc1
[54] COc1ccc(NC(=O)N2CCc3c(sc4c3CCCC4)C2c2ccccc2OC)cc1 (configuration not stated)
[55] CCCC(=O)c1ccc(OC(=O)c2c(-c3ccccc3Cl)noc2C)cc1
Compound	51	52	53	54	55
TSG101-PTAP inh	-3%	-7%	8%	-6%	-7%
FH mod	-13%	-7%	u	-17%	-1%
NTMT1 inh	12%	2%	-2%	-11%	-6%
B2AR arrestin ag	-4%	0%	1%	0%	-1%
GALK inh	-11%	0%	-1%	3%	-1%
p53null 39C kill	20µM*	8%	13%	-14%	20%
p53null 32C tox	51%[activator]	-1%[9.22 µM]	1%	-4%	22%

Whole records as entered above.
COc1ccc(-c2nnc(SCC(=O)NCCc3ccc(OC)c(OC)c3)nc2-c2ccc(OC)cc2)cc1 as listed: TSG101-PTAP inh: 8%; FH mod: u; NTMT1 inh: -2%; B2AR arrestin ag: 1%; GALK inh: -1%; p53null 39C kill: 13%; p53null 32C tox: 1%
CCCC(=O)c1ccc(OC(=O)c2c(-c3ccccc3Cl)noc2C)cc1 as listed: TSG101-PTAP inh: -7%; FH mod: -1%; NTMT1 inh: -6%; B2AR arrestin ag: -1%; GALK inh: -1%; p53null 39C kill: 20%; p53null 32C tox: 22%
